Screening results (PubChem BioAssay)
GC-B act: GC-B (human) receptor activation. P20594. HEK293-GC-B cells, CNP EC30, cGMP TR-FRET; 0% at EC30 CNP, 100% saturating CNP. activation, % at 10 µM. hit rate 0.11% among 370,000. AID 1920062;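 active = activation at 10 µM reaching about 35% in either raw or pattern-adjusted values, limit read from the data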
PRMT1 FP inh: blocks human protein arginine methyltransferase 1 | Q99873 | recombinant PRMT1, activity-based probe fluorescence polarization | hit rate 1.3% among 370,000 | AID 652257 | inhibition, % at 2.79 µM;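 active = inhibition above about 21% made by adding two undisclosed values, limit read from the data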
LEDGF integ inh: blocks HIV-1 LEDGF/p75-dependent DNA integration; TR-FRET IN-LEDGF/p75 DNA integration, Eu/Cy5; inhibition, % at 3.7 µM; hit rate 0.64% among 370,000; AID 743269;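 active = inhibition above the screen-wide mean plus 3 SD, cut at about 13% in these data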;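 note: signal is the Cy5 over europium emission ratio at 671 and 618 nm; 0% = plate median of compound wells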
TCR CD3 inh: human TCR-CD3 binding inhibition; TAMRA-labeled TCR probe fluorescence, biochemical; inhibition, % at 9.4 µM; hit rate 0.37% among 360,000; AID 651800; in the data active = inhibition above about 19%;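 note: recombinant mutant TCR 2C K166C tagged with TAMRA read by polarization; 0% = receptor in buffer alone and 100% = receptor with positive control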
SIAE inh: inhibitors of human sialic acid acetylesterase SIAE; Q9HAT2; SIAE FP-Rh probe binding, fluorescence polarization; hit rate 0.69% among 370,000; inhibition, % at 9.66 µM;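 active = inhibition above a cutoff: mean of compounds within the control limits plus 3 SD of those, cut at about 17% in these data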;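 note: 0% = plate median of compound wells and 100% = probe without SIAE protein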
Target sequence (Q9HAT2 whole entry, looked up): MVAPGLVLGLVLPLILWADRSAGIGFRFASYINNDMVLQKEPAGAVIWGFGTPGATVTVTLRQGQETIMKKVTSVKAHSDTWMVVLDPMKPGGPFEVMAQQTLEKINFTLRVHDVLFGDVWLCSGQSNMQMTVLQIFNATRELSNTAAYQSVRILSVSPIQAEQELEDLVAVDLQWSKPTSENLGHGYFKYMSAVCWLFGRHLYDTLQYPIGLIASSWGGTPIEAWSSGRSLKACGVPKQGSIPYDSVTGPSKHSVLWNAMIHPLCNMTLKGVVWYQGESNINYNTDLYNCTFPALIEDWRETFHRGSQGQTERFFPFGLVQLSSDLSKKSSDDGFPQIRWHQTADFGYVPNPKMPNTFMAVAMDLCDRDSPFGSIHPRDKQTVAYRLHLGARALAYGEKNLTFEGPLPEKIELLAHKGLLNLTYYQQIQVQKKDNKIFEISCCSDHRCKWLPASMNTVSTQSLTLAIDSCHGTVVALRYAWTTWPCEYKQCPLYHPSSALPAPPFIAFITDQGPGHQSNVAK
ABHD4 inh: ABHD4 (mouse) inhibition, primary FP screen; hit rate 0.54% among 370,000; purified mABHD4, FP-Rh probe fluorescence polarization; AID 720543; inhibition, % at 8.92 µM; Q8VD66;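 active = inhibition exceeding the mean over every tested compound plus 3 SD, cut at about 30% in these data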;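 note: 0% = plate median of compound wells and 100% = S159A mutant with DMSO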
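Assay system: Wild-type mouse ABHD4 protein | Medium: HEPES pH 7.0 buffer, 150 mM NaCl, 0.01% Pluronic F-127 | Incubation: Enzyme–compound pre-incubation 45 min, then probe 60 min, both 25 °C | Technique: Fluorescence polarization with parallel and perpendicular emission, 525/598 nm | Evaluation: % inhibition of FP-Rh probe binding versus controls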
rCAG RNA binder: molecules binding r(CAG) RNA repeats. r(CAG) RNA repeat, TO-PRO-1 dye displacement fluorescence. inhibition, % at 3 µM. hit rate 1.3% among 370,000. AID 651821;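 active = inhibition above the plate cutoff, the mean of all test compounds on that plate plus 3 SD, cut at about 35% in these data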;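 note: 0% = DMSO alone and 100% = 100 µM mitoxantrone as full dye displacement; higher means more dye released from RNA so lower well fluorescence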
HTRA1 inh: inhibitors of human serine peptidase HTRA1; Q92743; recombinant HTRA1, FP-rhodamine activity-based probe, fluorescence polarization; inhibition, % at 5.96 µM; hit rate 0.5% among 340,000; in the data active = inhibition above about 36%;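 note: 0% = enzyme with DMSO and 100% = wells lacking enzyme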
MBD2 DNA inh: MBD2-methylated oligo binding inhibition | TR-FRET, MBD2 binding to methylated oligonucleotide | inhibition, % at 4.4 µM | hit rate 0.31% among 370,000 | Q9UBB5; in the data active = inhibition above about 13%
TDP2 inh: TDP2 (human) inhibition, absorbance primary screen. O95551. recombinant TDP2, T5PNP hydrolysis, p-nitrophenol absorbance 415 nm. inhibition, % at 12.8 µM. hit rate 0.34% among 370,000. AID 720702;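 active = inhibition above the mean of all tested compounds plus 3 SD, set per campaign, cut at about 25% in these data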;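 note: 0% = DMSO with enzyme and 100% = buffer with substrate but no TDP2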
Target sequence (O95551 whole entry, looked up): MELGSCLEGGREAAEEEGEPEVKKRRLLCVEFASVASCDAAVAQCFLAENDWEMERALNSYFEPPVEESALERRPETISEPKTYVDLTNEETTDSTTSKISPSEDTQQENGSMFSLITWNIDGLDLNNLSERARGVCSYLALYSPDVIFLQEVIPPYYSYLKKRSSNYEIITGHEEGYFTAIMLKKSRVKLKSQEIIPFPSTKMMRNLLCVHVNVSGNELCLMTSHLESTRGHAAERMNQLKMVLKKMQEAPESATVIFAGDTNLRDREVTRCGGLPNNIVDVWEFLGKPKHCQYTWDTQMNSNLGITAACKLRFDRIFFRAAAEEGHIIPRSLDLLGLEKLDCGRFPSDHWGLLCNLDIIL
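System: recombinant human TDP2 / Amount: 120 nM TDP2 per well / Also added: 5 mM T5PNP chromogenic substrate / Doses: 12.8 µM single point, 1% DMSO / Incubation: 2 h at 37 °C / Detection: p-Nitrophenol epi absorbance / Evaluation: % inhibition relative to enzyme-containing and enzyme-free wells / Repeats: singlicate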
Starred values were filed as active, the others as inactive; nt = not tested or not shown. These rows are one share of the data (hit frequency here may not be typical).

cpd	SMILES	GC-B act	PRMT1 FP inh	LEDGF integ inh	TCR CD3 inh	SIAE inh	ABHD4 inh	rCAG RNA binder	HTRA1 inh	MBD2 DNA inh	TDP2 inh
1	CCN(CC)CCN(C(=O)c1ccc(CN2CCCCC2)o1)C(C(=O)NC1CCCCC1)c1ccc(F)cc1 (stereo unspecified)	-3	0	-3	2	-13	1	-11	2	2	0
2	CC(C)(C)OC(=O)N1CCC(C(=O)N[C@H](Cc2ccccc2)C(=O)O)CC1	0	-1	-1	10	-6	-7	3	-1	0	-1
3	N#Cc1c(/N=C/c2cccs2)sc2c1CCC2	1	2	0	4	8	1	3	0	-7	4
4	CCCCc1cc2c(c(NC(=O)CC)n1)c(=O)oc1ccccc12	4	-4	6	4	-8	-9	5	-3	-7	-20
5	C=CCN(CC=C)Cc1cc(=O)oc2ccc3ccccc3c12	-3	-5	4	3	-1	-2	6	nt	4	-1
6	Cc1nn(-c2ccccc2)c(C)c1/C=N/NC(=O)c1cc(-c2ccccc2)n[nH]1	2	0	-2	1	-44	-18	-1	-64	0	14
7	COc1cc2c(=O)n(Cc3ccccc3)c(=O)n(CC(=O)NCC3CCCO3)c2cc1OC (stereo unspecified)	-6	0	-4	-2	-4	-2	4	-5	-2	8
8	CC(C)CN(C(=O)COC(=O)CNC(=O)c1ccccc1F)c1c(N)n(Cc2ccccc2)c(=O)[nH]c1=O	8	-2	-1	4	3	3	-1	3	-2	13
9	O=C(OCC(=O)N1CCCCCC1)c1cccs1	4	2	0	4	1	-1	0	3	-3	0
10	O=C(O)CC1(CC(=O)Nc2ccc(F)c(Cl)c2)CCCCC1	3	-1	-1	4	2	0	27	nt	2	3
11	Nc1ccc2c(c1)COC2=O	2	2	-10	-3	4	2	-3	0	3	-8
12	CCN(CC)S(=O)(=O)c1cc(C(=O)OCC(=O)Nc2ccc(-c3nc4ccc(C)cc4s3)cc2)ccc1F	3	0	1	-6	-11	10	4	-5	-1	3
13	COc1ccc(/C=C/C(=O)OCC(=O)Nc2cc3oc4ccccc4c3cc2OC)cc1	0	-3	2	2	-6	-8	2	nt	1	6
14	N#Cc1ccc(COC(=O)CSc2nnc(C3CCCCC3)n2N)cc1	2	0	0	-7	3	11	-5	-4	10	6
15	C=CCn1c(=O)c2c(nc3n2CCCN3CCc2ccc(OC)c(OC)c2)n(C)c1=O	1	0	-1	-3	2	-5	-6	6	-3	11
16	CCC1(c2ccccc2)NC(=O)N(CC(=O)Nc2ccc(S(N)(=O)=O)cc2)C1=O (stereo unspecified)	3	2	0	5	-10	-12	10	-5	1	9
17	Cc1cccc(N(C)S(=O)(=O)c2nnc(NC(=O)c3ccco3)s2)c1	5	-1	4	-11	2	5	13	-6	-4	8
18	Cc1ccccc1C(C(=O)NCc1ccco1)N(CC1CCCO1)C(=O)Cn1nnc2ccccc21 (stereo unspecified)	-2	0	2	7	1	6	-8	-3	-1	-4
19	Cc1nc2sccn2c(=O)c1S(=O)(=O)Nc1ccc(N2CCOCC2)c(Cl)c1	-7	1	-2	5	6	6	0	0	-1	7
20	CCCCc1cc(=O)oc2cc(O)ccc12	0	3	-4	-8	-1	-6	-1	-7	0	-9
21	Cc1cccc(N(C(=O)c2snc(C(N)=O)c2N)C(C(=O)NCC2CCCO2)c2ccc(N(C)C)cc2)c1 (stereo unspecified)	-14	3	-2	3	1	-3	-2	0	-2	-3
22	C/C(=N\OCC(=O)Nc1ccc(Br)cc1)c1cccs1	1	-3	1	1	3	-13	0	-21	4	13
23	Cc1ccc(S(=O)(=O)N[C@@H](C)C(=O)OCC(=O)N2c3ccccc3NC(=O)C2(C)C)cc1	1	-1	0	0	3	-3	1	0	0	-2
24	CCOC(=O)c1c(C)c(C(=O)NC2CCCCCC2)c(C)n1C	0	1	66*	2	-3	3	0	-3	1	14
25	COc1cccc(CC(=O)OCC(=O)NC2(C#N)CCCC2)c1	3	-1	-1	-5	0	0	3	4	0	1
26	O=C(Nc1ccccn1)C(c1ccccc1)c1ccccc1	-5	3	-2	2	2	1	4	-1	-2	-2
27	CCOC(=O)c1c(CC(C)C)csc1NC(=O)COC(=O)c1ccc(O)cc1	5	-4	-2	-18	-2	-8	7	-14	1	9
28	COc1ccccc1CCC(=O)Nc1ccc(OC)c(S(=O)(=O)N2CCOCC2)c1	1	-1	1	-7	-7	-1	2	3	-4	-7
29	CCOc1ccc(CCNC(=O)C2CCN(c3ccc(N4CCOCC4)nn3)CC2)cc1OCC	0	-7	2	-4	7	9	-6	-4	-3	5
30	O=C1Nc2ccc(Br)cc2C1=C1CCCCC1	-8	3	0	-6	-4	10	0	-1	3	8

Some entries already given, reduced to rCAG RNA binder and ABHD4 inh:
nr	Structure	rCAG RNA binder	ABHD4 inh
2	CC(C)(C)OC(=O)N1CCC(C(=O)N[C@H](Cc2ccccc2)C(=O)O)CC1	3	-7
13	COc1ccc(/C=C/C(=O)OCC(=O)Nc2cc3oc4ccccc4c3cc2OC)cc1	2	-8
14	N#Cc1ccc(COC(=O)CSc2nnc(C3CCCCC3)n2N)cc1	-5	11
17	Cc1cccc(N(C)S(=O)(=O)c2nnc(NC(=O)c3ccco3)s2)c1	13	5

Ordered by SMILES length (largest number first): some entries from above.
cpd	SMILES	GC-B act	PRMT1 FP inh	LEDGF integ inh	TCR CD3 inh	SIAE inh	ABHD4 inh	rCAG RNA binder	HTRA1 inh	MBD2 DNA inh	TDP2 inh
2	CC(C)(C)OC(=O)N1CCC(C(=O)N[C@H](Cc2ccccc2)C(=O)O)CC1	0	-1	-1	10	-6	-7	3	-1	0	-1
13	COc1ccc(/C=C/C(=O)OCC(=O)Nc2cc3oc4ccccc4c3cc2OC)cc1	0	-3	2	2	-6	-8	2	nt	1	6
19	Cc1nc2sccn2c(=O)c1S(=O)(=O)Nc1ccc(N2CCOCC2)c(Cl)c1	-7	1	-2	5	6	6	0	0	-1	7
20	CCCCc1cc(=O)oc2cc(O)ccc12	0	3	-4	-8	-1	-6	-1	-7	0	-9

Additional compounds
cpd	SMILES	GC-B act	PRMT1 FP inh	LEDGF integ inh	TCR CD3 inh	SIAE inh	ABHD4 inh	rCAG RNA binder	HTRA1 inh	MBD2 DNA inh	TDP2 inh
31	CCOc1cccc(CNn2cnnc2)c1OCc1ccccc1	-1	-1	0	2	3	0	-4	-2	-2	-5
32	COC(=O)c1ccc(NC(=O)NC2CCCCC2)cc1	1	-2	1	11	-3	-5	-3	-2	-3	10
33	COc1ccc(-n2c(C)cc(C(=O)COc3ccc(-n4cnnn4)cc3)c2C)cc1	0	4	-7	3	0	5	1	3	0	-18
34	Cc1cc(OCc2cc(C(=O)NC(C)c3cnn(C)c3)no2)cc(C)c1Cl (stereo unspecified)	-5	-4	-2	4	-2	-7	2	-16	-4	1
35	CCOCCCNC(=O)c1cn(C)c2ccc(S(=O)(=O)N3CCCC3)cc2c1=O	-1	-2	-1	2	13	-2	-6	7	3	11
36	O=C(CSc1nc(C(F)(F)F)cc(=O)[nH]1)Nc1cccc2ccccc12	0	7	-5	-9	2	-9	20	-3	-5	-4
37	O=C(COC(=O)CCNS(=O)(=O)c1ccc2c(c1)OCCO2)NC1CCCc2ccccc21 (stereo unspecified)	-2	5	-1	-6	-5	-5	-2	-6	8	-6
38	CCN(CC)c1ccc(/C=C(/C#N)C(=O)NCc2ccccc2)o1	-3	-73	-7	-4	3	3	-70	5	-13	-2
39	Cc1ccc2nc(-c3ccco3)c(Cc3cccc(F)c3)n2c1	21	17	6	2	3	19	6	nt	4	-1
40	O=C1N(Cc2ccc(F)cc2)CCN1c1ccc(F)cc1	1	6	-3	-6	-1	2	-5	0	7	4
41	Cc1cc(C)n2nc(SC(C)C(=O)N3CCCC3)nc2n1 (stereo unspecified)	-7	2	-3	-8	-1	1	-2	1	3	13
42	O=C(COc1ccc(Br)cc1)Nc1ccncc1	-6	4	0	0	7	-8	10	0	2	-8
43	CC1(NC(=O)NCc2ccccc2)CCS(=O)(=O)C1 (stereo unspecified)	3	-4	-2	0	0	-1	2	9	0	2
44	COc1ccc2nc(C)cc(Nc3ccccc3O)c2c1	-11	0	-5	-9	1	3	5	-6	-2	6
45	COc1ccccc1C(=O)N/C(=C\c1cn(C)c2ccccc12)C(=O)N1CCOCC1	-7	0	2	9	21*	1	-2	-3	1	11
46	COc1ccccc1CCNC(=O)CSc1nc(-c2ccco2)cc(C(F)(F)F)n1	-24	2	-2	-7	-1	0	1	0	1	4
47	CCOc1ccc2oc(C(=O)OCC(=O)NC3CCCC3)c(C)c2c1	6	-3	3	3	-1	-1	3	0	-6	8
48	COc1ccc(C(=O)Nc2ccc(-c3cn4ccsc4n3)cc2)cc1S(=O)(=O)N1CCOCC1	-6	-2	-3	-6	-7	3	10	-11	-2	-8
49	COc1cccc(N2C(=O)C(CC(=O)Nc3ccc(F)cc3)N(C3CCCCC3)C2=O)c1 (stereo unspecified)	-8	0	-2	-2	12	0	4	-37	-3	0
50	NC(=O)CC(NC(=O)Cc1ccc(Br)cc1)c1ccc(N2CCCCCCC2)c([N+](=O)[O-])c1 (stereo unspecified)	0	-1	-3	-6	6	-1	6	1	3	-2
51	CCc1ccc(CN2CCC(n3nccc3NC(=O)c3ccccc3C)CC2)cc1	-1	-3	-2	7	3	4	-13	-4	3	-11
52	Cc1ccc(C(=O)N(CC(=O)NC2CCCC2)Cc2cccs2)s1	-6	-1	1	5	-5	2	-6	8	0	-1
53	COc1ccccc1NS(=O)(=O)c1ccc(OC)c(OC)c1	-2	-3	-3	4	0	1	1	-2	-1	5
54	CC(=O)Nc1ccc(NC(=O)CSc2nccn2Cc2ccc(Cl)cc2)cc1	1	-1	3	4	0	1	-3	-1	-4	-12
55	COc1ccc(CCN2CC(C(=O)N(C)CC(=O)Nc3ccc(Cl)c(C(F)(F)F)c3)CC2=O)cc1OC (stereo unspecified)	1	-2	1	-3	-4	-3	-2	1	0	-10

SIAE inh, what is marked active above.
#	Molecule	GC-B act	PRMT1 FP inh	LEDGF integ inh	TCR CD3 inh	SIAE inh	ABHD4 inh	HTRA1 inh	MBD2 DNA inh	TDP2 inh
45	COc1ccccc1C(=O)N/C(=C\c1cn(C)c2ccccc12)C(=O)N1CCOCC1	-7	0	2	9	21*	1	-3	1	11
